Myeloid diff MLP: myeloid differentiation induction; ER-HoxA9 myeloid progenitors, lysozyme-GFP differentiation, flow cytometry; calls only at 10 µM; 360,000 tested, 1% active; AID 624256;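 active = normalized GFP-positive differentiation at or above the plate's own cutoff, the solvent-only control mean plus 3 SD; inconclusive = no clear call, values can overlap the other calls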;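 also: cells exposed to compound for four days before flow analysis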
HIV fusion peptide: inhibitors of HIV fusion peptide binding, primary screen, biochemical, uHTS, fluorescence dequenching (AID 1986). inhibition, % at 20 µM, or IC50 in µM where a hit was titrated. cell-free peptide binding, fluorescence dequenching, 30 min; higher % means a stronger effect. 290,000 tested, 0.3% active; in the data active = inhibition mostly above about 52%, no sharp cut-off; inactive = mostly below about 76%; also: some results filed as inactive read as strong as hits
Siah-1 displacement: Siah-1 peptide-binding antagonists, primary screen, biochemical, fluorescence polarization, rhodamine-plectin, uHTS (AID 1817); Siah-1 / rhodamine-plectin peptide fluorescence polarization; higher % means a stronger effect; displacement, % at 20 µM, or IC50 in µM where a hit was titrated; 290,000 tested, 0.02% active;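 active = displacement of at least 50% at 20 µM, with a fluorescence ratio check between 0.3 and a set limit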;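 also: plate controls were Siah plus tracer with DMSO for no effect and tracer alone without Siah for full effect; strong numbers were not always called active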
MgcRacGAP inhibition: MgcRacGAP GTPase-activating activity inhibitors, confirmation, biochemical, ADP Hunter fluorescence. inhibition, % at 30 µM; hits with a dose series show IC50 in µM. 340,000 tested, 0.6% active. MgcRacGAP-stimulated Rac1 GTP hydrolysis, ADP Hunter fluorescence; higher % means a stronger effect; GST-tagged Rac1 F28L mutant substrate. AID 624330;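 active = first-screen hits whose inhibition reached a set limit at any dose in the follow-up dose series; inconclusive = inhibition above the set first-screen limit but never retested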;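 also: fluorescence reports GDP produced by GAP-driven GTP hydrolysis; strong numbers were not always called active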
GPR35 antagonists: GPR35 antagonists blocking zaprinast-driven arrestin recruitment, primary screen, imaging, U2OS, beta-arrestin-GFP, zaprinast agonist (AID 2058); U2OS GPR35 beta-arrestin-GFP translocation imaging, zaprinast antagonism; higher % means a stronger effect; inhibition, % at 10 µM, or IC50 in µM where a hit was titrated; 290,000 tested, 0.052% active;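 active = inhibition of at least 50% with at least 30 cells and total cytoplasm GFP at most 10,000,000; inconclusive = under 30 cells or total GFP of 10,000,000 plus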
GPR55 LPI antagonism: GPR55 antagonists blocking LPI-driven arrestin recruitment, primary screen, imaging, U2OS, beta-arrestin-GFP, LPI agonist (AID 2013); U2OS GPR55 beta-arrestin-GFP translocation imaging, LPI antagonism; higher % means a stronger effect; one-dose inhibition, % at 10 µM; IC50 in µM for titrated hits; 290,000 tested, 0.13% active;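 active = spots per cell inhibited over 60%, with over 100 cells counted and total cytoplasm intensity under 500,000; inconclusive = wells with under 100 cells, flagged as likely toxic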;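 also: U2OS cells stably carrying GPR55 and arrestin-GFP stimulated by 5 µM LPI near EC80; imaged beta-arrestin-GFP aggregate spots per cell after agonist stimulation; plate controls were LPI-stimulated DMSO wells for no effect and DMSO wells without LPI for full effect; some results filed as inactive read as strong as hits; confirmed hits need IC50 under 10 µM and bright autofluorescent wells are also inconclusive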
NTR1 ag: agonists of NTR1, primary screen, imaging, U2OS cells, beta-arrestin-GFP, high content (AID 493036) | NTR1-U2OS beta-arrestin-GFP spot imaging, agonist mode | activation, % at 20 µM | 330,000 tested, 0.17% active;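 active = activation at or above 40% of the spot to cytoplasm intensity ratio, with at least 20 cells analyzed; inconclusive = wells under 20 cells, flagged as cytotoxic or low count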;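 also: 0% = DMSO without peptide and 100% = 100 nM NTR1 peptide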
Target sequence (P30989 whole entry, looked up): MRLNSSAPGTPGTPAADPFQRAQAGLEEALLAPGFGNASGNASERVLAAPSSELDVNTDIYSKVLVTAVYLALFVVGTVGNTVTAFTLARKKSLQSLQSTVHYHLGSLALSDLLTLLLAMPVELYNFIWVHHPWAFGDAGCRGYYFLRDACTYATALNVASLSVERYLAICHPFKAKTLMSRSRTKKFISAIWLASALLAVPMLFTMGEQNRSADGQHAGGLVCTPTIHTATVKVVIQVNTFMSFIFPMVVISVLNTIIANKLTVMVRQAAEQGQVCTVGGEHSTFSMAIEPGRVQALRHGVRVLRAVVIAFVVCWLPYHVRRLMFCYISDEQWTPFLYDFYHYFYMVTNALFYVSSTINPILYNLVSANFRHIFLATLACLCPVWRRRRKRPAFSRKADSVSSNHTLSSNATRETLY
LYP phosphatase: inhibitors of LYP phosphatase, biochemical, fluorescence intensity, uHTS (AID 1779). recombinant LYP phosphatase, fluorescence intensity; higher % means a stronger effect. inhibition, % at 11.5 µM; hits with a dose series show IC50 in µM. 290,000 tested, 0.054% active; in the data active = inhibition above about 50%;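 also: plate controls were vehicle with enzyme for no effect and no enzyme for full effect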
Salmonella PhoP GFP: PhoP-dependent GFP reporter repression – Salmonella Typhimurium, primary screen (AID 1863); S. Typhimurium PhoP-regulated promoter GFP reporter, 4 h; higher % means a stronger effect; 300,000 tested, 0.16% active; inhibition, % at 50 µM; hits with a dose series show IC50 in µM;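 active = inhibition over 29.93%, a cutoff 3 SD above the screen mean, later confirmed by dose response; inconclusive = inhibition over 29.93% but no dose response follow-up; inactive = inhibition at most 29.93% or unconfirmed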;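 also: 0% = low Mg2+ inducing control and 100% = high Mg2+ repressing control; strong numbers were not always called active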
NTR1 ag cell count 20 µM: recorded beside NTR1 ag, whose call it bears; cell count; measured here: cell count, cytotoxicity flag
Myeloid diff MLP GFP+ MAC1+ %: also measured in Myeloid diff MLP; calls as there; GFP+ MAC1+ double positive, %; measured here: differentiation confirmed by MAC1 staining
* marks the source's active call; other numbers are inactive results; i = inactive; ? = inconclusive; nt = not tested or not shown.

SMILES	Myeloid diff MLP	Myeloid diff MLP GFP+ MAC1+ %	HIV fusion peptide	Siah-1 displacement	MgcRacGAP inhibition	GPR35 antagonists	GPR55 LPI antagonism	NTR1 ag	NTR1 ag cell count 20 µM	LYP phosphatase	Salmonella PhoP GFP
Cc1ccc(C)c(N2CCN(C(=O)c3cc4c(C)nc5ccccc5c4o3)CC2)c1	i	1.2	-1.0%	6.6%	-2.2%	-17.8%	8.2%	29.4	58	-3.0%	3.2%
CCc1ccc(NC(=O)Cc2c(C(=O)O)n(C)c3ccccc23)cc1	i	0.1	8.4%	1.1%	-5.4%	-11.3%	11.9%	1.3	79	-0.8%	0.4%
CC(OC(=O)C1CC(=O)N(Cc2ccccc2)C1)C(=O)Nc1cccc(C#N)c1 (centres undefined)	?	nt	-1.9%	-5.3%	-5.4%	15.9%	19.5%	0.2	66	-5.9%	11.2%
O=C(O)CCN1C(=O)c2ccc(NC(=O)c3cccs3)cc2C1=O	i	1.5	3.2%	-1.2%	9.6%	-1.5%	-3.4%	-0.1	38	-3.1%	-17.6%
CC(C)Cn1c(N)c(C(=O)COC(=O)CCc2nc3ccccc3s2)c(=O)n(C)c1=O	i	0.5	-1.6%	5.6%	6.9%	-1.4%	-4.7%	6.5	49	-7.8%	1.2%
CN(N=Nc1ccc([N+](=O)[O-])cc1)c1ccccc1	i	0.5	147.1%	12.2%	12.6%	0.7%	3.7%	2.3	95	-0.6%	-35.6%
C=CCS(=O)(=O)c1nc2ccccc2s1	i	2.3	0.3%	-8.5%	1.6%	21.2%	-17.0%	-0.7	65	-6.9%	11.1%
Cc1cc(C)c(NC(=S)N(CCc2ccncc2)C(C)C)c(C)c1	i	0.6	-1.4%	1.1%	0.8%	-5.4%	-13.5%	-0.5	54	-8.5%	-5.4%
CN(Cc1ccccc1)C1CCN(Cc2ccccc2[N+](=O)[O-])CC1	i	0.2	-1.8%	0.5%	30.5%	1.1%	6.9%	nt	nt	-4.9%	3.2%
Cc1ccc2nc(NC(=O)CSc3nncc(=O)n3N)sc2c1	i	1.6	1.8%	12.6%	-1.5%	9.8%	2.3%	-1.4	41	-4.1%	13.3%
O=C(CSc1ccc2nnc(-c3cccnc3)n2n1)NCC1CCCO1 (centres undefined)	i	2.7	2.0%	-3.9%	6.8%	-15.1%	7.3%	-0.3	86	-12.0%	-1.3%
CC(NC(=O)COc1ccc(/C=N/NC(=O)CO)cc1)c1ccccc1 (centres undefined)	i	0.6	1.2%	4.2%	14.2%	-7.2%	2.6%	-0.6	44	-10.1%	-17.5%
CCOc1ccccc1-c1cc(C(=O)N2CCOCC2)c2ccccc2n1	i	1.2	0.3%	6.2%	7.9%	-4.3%	12.3%	0.5	61	0.9%	-5.3%
COc1ccccc1CCNS(=O)(=O)c1ccc(C(=O)O)n1C	i	0.3	-2.0%	0.0%	8.7%	5.1%	6.8%	-0.3	63	-3.8%	-11.9%
CC1=C(C(=O)Nc2ccccn2)C(c2ccc(Cl)cc2)NC(=S)N1 (centres undefined)	i	0.1	-1.8%	-2.1%	-0.7%	-19.5%	11.9%	1.3	43	-3.6%	4.9%
Cc1ccc(C(=O)CNc2ccc(Br)cc2)cc1	i	0.3	3.5%	-0.4%	7.0%	5.5%	9.9%	-0.6	80	3.5%	-2.1%
N#C/C(=C\c1ccc(Sc2ccccc2)o1)c1nc2ccccc2[nH]1	i	1.3	5.9%	23.6%	11.4%	14.3%	-1.6%	16.4	42	2.1%	3.6%
O=C(COC(=O)CCc1nc2ccccc2c(=O)[nH]1)NCc1ccc(F)cc1	i	0.4	2.2%	2.7%	10.2%	8.1%	7.1%	-0.3	58	-1.8%	2.2%
COC(=O)C1=C(C)N(C)C(C)=C(C(=O)OC)C1c1ccc(C(=O)OC)cc1	i	1.1	-2.6%	1.8%	1.8%	2.2%	nt	0.2	60	-2.6%	-1.9%
Cc1ccc(N2C(=O)CC3(CC4C=CC3C4)C2=O)cc1 (centres undefined)	i	0.8	0.0%	1.2%	-1.4%	3.2%	-1.6%	-0.6	46	-6.8%	-14.6%
COc1ccc(CCN(Cc2cc3cc(C)ccc3[nH]c2=O)C(C)=O)cc1OC	i	0.4	2.0%	0.0%	0.7%	-3.3%	0.3%	0.7	41	-9.4%	-2.3%
O=c1ccn(Cc2ccccc2)cc1	i	1.4	0.9%	7.3%	7.6%	-9.2%	2.0%	-2.4	83	-6.8%	0.2%
Cc1cccc(/C=N/NC(=O)c2cccc(Cl)c2)n1	i	0.3	-0.4%	-0.3%	6.1%	8.6%	3.0%	1.0	85	-7.2%	-3.0%
Nc1sccc1C(=O)c1ccccc1	nt	nt	1.5%	-2.3%	nt	1.9%	-5.9%	2.7	43	1.4%	8.6%
O=C(CCSc1ccccc1)Nc1nc2c(s1)COc1ccccc1-2	i	1.3	4.1%	1.3%	7.9%	14.0%	-8.2%	-3.8	65	-2.1%	-4.8%
CCOC(=O)Cc1csc(NC(=O)Cc2ccc([N+](=O)[O-])cc2)n1	i	0.9	-0.1%	-1.8%	7.1%	7.1%	6.9%	2.0	56	6.1%	0.9%
CCCc1[nH]n(-c2ccc(F)cc2)c(=O)c1C=NCC1CCCO1 (centres undefined)	i	0.9	1.0%	17.9%	6.1%	-2.9%	1.6%	-0.5	56	-4.9%	-7.8%
COc1cc(C#CC#CCN2CCCCC2)ccc1O	i	3.7	23.2%	-5.8%	?	10.1%	2.3%	-0.5	42	-11.7%	19.6%
O=S(=O)(Cc1cc(Sc2ccc(Cl)cc2)nc(-c2ccccc2)n1)c1ccccc1	i	0.1	6.8%	-4.2%	4.4%	10.7%	8.5%	5.8	59	-2.1%	7.3%
CCN1CCN(c2ccc(S(=O)(=O)N3CCCCC3)cc2NC(=O)c2sccc2C)CC1	i	1.0	nt	nt	10.2%	nt	nt	-0.9	52	nt	-1.4%
Cc1ccccc1Nc1c(-c2ccncc2)nc2ccc(Br)cn12	i	0.1	-2.6%	-3.7%	6.1%	8.4%	18.5%	3.3	48	-7.1%	-9.2%
On1c(-c2ccccc2Cl)nc2ccccc21	i	0.3	-1.9%	5.5%	6.2%	0.8%	10.5%	0.2	54	-0.6%	6.1%
COc1ccc(C/C(N)=N/OC(=O)c2cccc([N+](=O)[O-])c2)cc1	i	0.8	-1.1%	-2.3%	8.7%	8.9%	9.7%	0.4	49	-2.1%	-1.9%
Oc1cccc(CN2CCCCC2)c1	i	0.3	1.6%	7.8%	10.0%	-2.9%	-0.8%	3.6	45	0.1%	5.5%
COc1ccc(C2c3ccc4ccccc4c3Oc3ncn(CCN(C)C)c(=N)c32)cc1 (centres undefined)	i	0.2	1.1%	1.1%	15.2%	-1.7%	59.2%	19.9	70	-11.9%	-0.3%
CC(=O)c1c(C)nn(CC(=O)NC2CCCN(Cc3ccc(CC(C)C)cc3)C2)c1C (centres undefined)	i	5.4	-0.1%	-0.4%	6.1%	-0.3%	6.2%	-0.3	73	1.0%	-4.5%
COc1ccc(NC(=O)C2CCCCN2S(=O)(=O)c2ccc(F)cc2)cc1 (centres undefined)	i	3.2	-2.8%	-2.9%	-3.2%	2.9%	11.0%	-0.1	61	0.4%	4.1%
Cc1cc(F)ccc1S(=O)(=O)N1CCCOC1CNC(=O)C(=O)NC1CCCC1 (centres undefined)	i	1.1	0.8%	-1.0%	6.0%	0.0%	7.5%	0.5	68	-11.0%	-5.8%
Cc1ccc(/C=C2\SC(=S)N(CCCC(=O)Nc3nccs3)C2=O)cc1	i	1.8	4.0%	5.7%	10.1%	-1.3%	-3.1%	2.8	54	8.4%	0.3%
COc1ccc2cnn(CCOc3ccccc3)c(=O)c2c1OC	i	0.5	1.4%	1.4%	5.8%	-13.6%	3.1%	0.0	61	-4.2%	8.9%
CCc1cccc(NC(=O)C2CCCC2)c1	i	0.6	-1.0%	0.1%	2.6%	-5.4%	0.0%	-2.0	70	-11.7%	10.9%
CC(C)c1ccc(C2C3=C(COC3=O)Nc3cc4c(cc32)OCO4)cc1 (centres undefined)	nt	nt	-1.3%	5.0%	-6.9%	0.3%	-0.4%	17.0	50	-1.0%	-6.2%
O=C(c1ccc(N2CCCC2=O)cc1)N1CCN(c2ccccc2F)CC1	i	0.8	-0.2%	3.7%	9.0%	2.7%	1.9%	-0.5	53	-8.0%	-5.5%
Cc1cc(Br)c(NC(=O)CN2CCCC2)c(Br)c1	i	1.8	-0.1%	0.9%	5.9%	4.6%	11.3%	-1.5	48	-9.5%	nt
COc1ccc(S(=O)(=O)NCC(c2ccc3c(c2)OCO3)N2CCOCC2)cc1C (centres undefined)	i	0.3	nt	nt	-6.2%	nt	nt	-0.8	63	nt	4.7%
O=C(Nc1cnccn1)c1ccncc1	i	0.6	1.6%	0.8%	9.2%	-5.2%	-7.9%	2.1	64	2.3%	-10.6%
Cc1ccc(OCC(O)Cn2c(N)nc3c2c(=O)n(C)c(=O)n3C)cc1 (centres undefined)	i	0.9	-0.2%	-1.2%	-3.2%	3.9%	-17.6%	0.0	64	-7.3%	-8.5%
Cc1ccccc1NC(=O)CSc1nnc(Cc2ccccc2)o1	i	0.4	0.0%	10.3%	9.2%	-5.8%	-0.9%	-2.2	81	-4.7%	-1.7%
C/C(=N\NC(=O)c1cc(-c2cccnc2)nc2ccccc12)c1ccccc1O	?	nt	3.2%	5.4%	2.6%	-12.0%	-4.0%	1.1	43	-4.7%	-3.5%
CC(C)(C)c1ccc(OCC(=O)NCCN2CCOCC2)cc1	i	1.1	1.8%	4.5%	5.1%	3.5%	-15.1%	0.0	57	-7.7%	5.5%
Cc1ccc(C(=O)N(CC(=O)NC2CCCC2)c2ccc3c(c2)OCCO3)s1	i	0.2	-0.2%	16.5%	8.6%	-5.1%	7.3%	0.6	47	-5.3%	3.8%
CC1CCCCN1Cc1nc2c(c(=O)n(C)c(=O)n2C)n1Cc1c(F)cccc1Cl (centres undefined)	i	4.2	0.5%	1.6%	-2.9%	-7.5%	9.2%	12.1	58	-3.7%	0.2%

Compound activity from PubChem.
